Giardia kill = kills Giardia lamblia | actives 0.15% (n = 340,000) | activity change, % at 7.66 µM, hits read low | Giardia lamblia trophozoite viability; in the data active means activity change below about -80%; inconclusive means between about -30% and that limit;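 further: parasites exposed to compound for two days anaerobically before the ATP read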
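Giardia trophozoites, 100 cells per well, were exposed to compounds for 48 hrs at 37 deg C under anaerobic conditions; viability was then read as ATP content by bioluminescence after 15-30 min at room temperature.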
KCNH2 3.1 block = blocks the human KCNH2 3.1 channel isoform. U2OS KCNH2 3.1, thallium flux FluxOr; stronger effect = lower value. activity change, % (tested at about 1.8 µM). actives 0.95% (n = 340,000);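 active means maximum activity change below -70%; inconclusive means maximum activity change from -70% to -50%; inactive means maximum activity change above -50%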;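 further: thallium influx rate constant from kinetic fluorescence after stimulation buffer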
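FluxOr-based Tl+ influx in U2OS cells transduced with KCNH2 3.1 virus; rate constants normalized to DMSO controls.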
uPA surface inh = cell surface uPA generation inhibition. cell surface uPA generation assay, qHTS. Potency, µM (series often up to 38.3 µM), inactives show at the highest dose activity change, negative = inhibition, actives largely listed as inhibitors. actives 0.31% (n = 330,000). AID 540303; active means well fitted inhibition curve with a large enough effect; inconclusive means small, poorly fitted or top-dose-only effect; inactive means no such curve, though single readings can be large or run the other way; tested in mouse RAW 264.7 cells; further: potency means the concentration at half of the fitted maximal effect; nearly all actives have a fitted effect of over 55% in size
Numbers without * were called inactive; u = inconclusive. On the % scale 0 is the no-effect control and ±100 the full control effect. The list is partial (hit frequency here may not be typical).

SMILES	Giardia kill	KCNH2 3.1 block	uPA surface inh
COc1ccc(NC(=O)CN(C)C(=O)C2CC(=O)N(CCc3ccc(OC)c(OC)c3)C2)cc1 (centres undefined)	6	21	-2%
COc1ccc(CCNC(=O)c2ccccc2C(=O)NCCc2ccc(OC)c(OC)c2)cc1OC	-8	-3	0%
CC(C)C[C@@H](CN1CCCC1CN1C(=S)NC[C@@H]1Cc1ccc(O)cc1)N1C[C@H](Cc2ccc(O)cc2)N(CC2CCCCC2)C1=S (some centres undefined)	-4	-38	u
O=[N+]([O-])c1ccc(CSCc2ccc([N+](=O)[O-])cc2)cc1	5	-29	-5%
O=C1CN(Cc2ccccc2)CC(=O)N1	-10	-2	1%
CCOC(=O)Nc1cc2c(cc1[N+](=O)[O-])-c1ccccc1C2=O	-20	-7	-1%
COC(=O)C(C(=O)OC)C(CC(=O)c1ccc(Br)cc1)c1ccccc1 (centres undefined)	15	-12	-1%
Cc1cc(Br)cc2c1N(C)C(=O)C2(c1ccc(O)cc1)c1ccc(O)cc1	15	12	8%
COc1ccc(CCNC(=O)c2cc(-c3ccco3)nc3ccccc23)cc1	5	4	-2%
CC(Nc1nc(-c2ccc(F)cc2)cs1)c1nc2cc(C(F)(F)F)ccc2n1CCCO (centres undefined)	12	-12	-8%

Profiles from above. Order of screens: Giardia kill | KCNH2 3.1 block | uPA surface inh
COC(=O)C(C(=O)OC)C(CC(=O)c1ccc(Br)cc1)c1ccccc1 (centres undefined) as listed: 15 | -12 | -1%
COc1ccc(NC(=O)CN(C)C(=O)C2CC(=O)N(CCc3ccc(OC)c(OC)c3)C2)cc1 (centres undefined) as listed: 6 | 21 | -2%
COc1ccc(CCNC(=O)c2cc(-c3ccco3)nc3ccccc23)cc1 as listed: 5 | 4 | -2%
CC(Nc1nc(-c2ccc(F)cc2)cs1)c1nc2cc(C(F)(F)F)ccc2n1CCCO (centres undefined) as listed: 12 | -12 | -8%
O=C1CN(Cc2ccccc2)CC(=O)N1 as listed: -10 | -2 | 1%

New compounds follow
SMILES	Giardia kill	KCNH2 3.1 block	uPA surface inh
CCOc1ccc(NC(=O)CN(C)C(=O)c2ccc3c(c2)S(=O)(=O)N=C2CCCCCN23)cc1OCC	11	26	1%
Cc1cc(/N=C/C=C2/N(C)c3ccccc3C2(C)C)n(CCC#N)n1	-4	7	-4%
CCC(CC)CN1CCC(CN2C(=S)NC[C@@H]2[C@@H](C)CC)CC1	2	-46	13%
O=C(N/C(=C/c1ccccc1Cl)C(=O)N1CCCCC1)c1ccco1	-7	5	0%
O=Cc1cc(N=Nc2ccc(S(=O)(=O)O)cc2)ccc1O	-16	-3	-2%
CCc1ccc(OCC(=O)NNC(=O)c2ccc(-n3cncn3)c([N+](=O)[O-])c2)cc1	13	-11	-15%
Cc1ccc(S(=O)(=O)Nc2c(O)ccc3ccccc23)cc1	1	22	2%
COc1cc(C(=O)Nc2cc(S(=O)(=O)N3CCOCC3)ccc2N2CCN(C)CC2)cc(OC)c1OC	13	-6	4%
O=C1NC(=O)C2(Br)Nc3ccc(Br)cc3C(=O)C2N1 (centres undefined)	3	15	-7%
N#CC(C#N)=Cc1c[nH]c(=O)c(C#N)c1Nc1ccccc1	-3	1	0%
O=C(CSc1ccc2nnc(-c3cccs3)n2n1)N1CCOCC1	2	3	6%
Cc1ccc(S(=O)(=O)N2CCN(C(=O)COC(=O)CNC(=O)c3ccc(Cl)cc3Cl)CC2)c(C)c1	-7	-2	12%
COc1cccc(C2=CC(=O)CCC2)c1	1	-23	3%
CCCCc1nc2sc3c(c2c(=O)[nH]1)CC(C)(C)OC3	8	-11	20%
Cc1cc(=O)n2[nH]c(Nc3cccc(Cl)c3)nc2n1	-27	30	u
Nc1ncc(S(=O)(=O)c2ccc([N+](=O)[O-])cc2)s1	-7	11	5%
C=CCNc1cccc(Br)c1	26	16	0%
CC(=O)Oc1ccc(C(=O)Nn2cnnc2)cc1	-9	11	-13%
O=C(Nc1ccccc1)Oc1cccc2cccnc12	-3	-5	-8%
CCOc1ccc(C(C)NC(=O)C2CCN(S(=O)(=O)c3ccc(OC)cc3)CC2)cc1OCC (centres undefined)	-1	-10	0%

The last 2 compounds of the part before come first, to join the parts.
SMILES	Giardia kill	KCNH2 3.1 block	uPA surface inh
O=C(Nc1ccccc1)Oc1cccc2cccnc12	-3	-5	-8%
CCOc1ccc(C(C)NC(=O)C2CCN(S(=O)(=O)c3ccc(OC)cc3)CC2)cc1OCC (centres undefined)	-1	-10	0%
O=C1c2ccccc2C(=O)C12OC(c1ccccc1)C1(C(=O)c3ccccc3C1=O)C2c1ccc([N+](=O)[O-])cc1 (centres undefined)	10	14	6%
CCN(CC)c1ccc(S(=O)(=O)N2CCOCC2)cc1NC(=O)COC(=O)/C=C/c1ccco1	8	17	9%
N#Cc1ccc(C(=O)N2CCC3CC2c2cc(-c4ccccc4)ccc23)cc1 (centres undefined)	-14	-28	3%
C=C1CCN(c2ccc(C(=O)O)cc2[N+](=O)[O-])CC1	-13	18	-7%
O=[N+]([O-])c1ccc(NN=CCCc2ccccc2)nc1	0	-9	3%
Cc1cc(=O)oc2cc(Oc3ccc([N+](=O)[O-])cc3C(F)(F)F)ccc12	-5	-34	-4%
Cc1c(NC(=O)C(C)OC(=O)c2ccc([N+](=O)[O-])cc2Cl)c(=O)n(-c2ccccc2)n1C (centres undefined)	-2	-8	-1%
N#CC(CCc1ccc([N+](=O)[O-])cc1)(CCc1ccc([N+](=O)[O-])cc1)C(N)=O	-21	-129*	-5%
O=C1C=CC(=O)N1c1ccc(Nc2ccccc2)cc1	10	-33	-14%
O=C(NCc1nc2ccccc2[nH]1)C1=C[C@@H](c2ccc(C(F)(F)F)cc2)C[C@@H](OCCCCO)O1	6	-7	-15%
COCCN(C(=O)c1ccc(C)c(S(=O)(=O)N2CCOCC2)c1)c1c(N)n(CC(C)C)c(=O)[nH]c1=O	28	-3	3%
N#Cc1c(/N=C/c2cc(Br)cs2)sc2c1CCC2	-12	-3	-6%
O=C(O)c1ccc(SCc2ccccc2)nc1	7	11	4%
O=c1[nH]c2ccc([N+](=O)[O-])cc2[nH]1	3	1	-1%
CCCN(Cc1cc2cccc(C)c2[nH]c1=O)C(=O)c1cccc(OC)c1	1	3	3%
O=C(NN=Cc1c(O)ccc2ccccc12)c1ccncc1	8	-11	-9%
O=C(O)/C(=C\c1ccccc1)c1ccc2ccccc2c1	-19	-4	1%
Cc1cccc(CN(C)C)c1CC(O)(c1ccccc1)c1ccccc1	-24	-20	8%
C#CCN1[C@@H]2CCN(C2)c2cc(Br)ccc2S1(=O)=O	10	-7	u
CC(C)Sc1nnc2n(CCc3ccccc3)c(=O)c3c4c(sc3n12)COC(C)(C)C4	-9	8	-3%
CCOc1ccc(NC(=S)NC(=O)c2cncc(Br)c2)cc1	0	-12	-3%
O=S(=O)(/N=S1\CC=CCN1S(=O)(=O)c1ccccc1)c1ccccc1 (centres undefined)	-10	-3	-2%
O=[N+]([O-])c1ccc(COc2cccc(CN3CCCCC3)c2)cc1	13	-41	-17%
CCCn1c(=N)n(CC(=O)c2ccc(OCC(=O)OC)cc2)c2ccccc21	11	-5	3%
Cn1ccc2cc(OCc3ccccc3)ccc21	-25	-12	-6%
Cc1nnc(SCc2ccccc2)nc1-c1ccccc1	2	-1	-12%
CC(C)NC1(C(N)=O)CCNCC1	-19	4	0%
COc1ccc(NC(=O)N(Cc2ccc(C)cc2)Cc2ccccn2)c(OC)c1	19	-23	2%
Cc1ccc(CNC(=O)c2ccc3c(c2)S(=O)(=O)c2ccccc2C3=O)cc1	2	6	3%
O=C(CCCCC(=O)NN=Cc1ccc(Cl)cc1)NN=Cc1ccc(Cl)cc1	1	-44	3%
S=C(NCCCN1CCN(CCCNC(=S)NC2CCCCC2)CC1)NC1CCCCC1	-13	-35	1%
CN1C[C@@H]2[C@@H]3C(=O)N(C)C(=O)[C@@H]3[C@](C)(C1=O)N2C(=O)c1ccccc1	13	-2	13%
N#CC(OC(=O)c1ccccc1)c1cccc([N+](=O)[O-])c1 (centres undefined)	2	6	1%
O=C(C=Cc1ccccn1)c1ccccc1O	-3	12	-3%
O=C1NC(=S)SC1=Cc1ccc(F)cc1	-8	7	u
CC1c2ccccc2-c2ccccc2N1C (centres undefined)	24	-6	-2%
CCC(CCNC(=O)c1ccccc1)(CCNC(=O)c1ccccc1)[N+](=O)[O-]	-10	-30	3%
COc1ccc(NC(=O)c2cc(-c3ccco3)nc3ccccc23)cc1	-11	-10	-8%
CC(C)Cn1cnc2c(SCc3ccccc3F)nc(N)nc21	-13	8	-5%
N/C(=N\NS(=O)(=O)c1ccc(Cl)cc1)c1ccccn1	1	3	0%
COc1ccc(CCNC(=O)N2c3ccccc3Sc3ccccc32)cc1	0	-9	-5%
CC1(C)C(=O)CCC2(C)C1=CCC1C2C(=O)CC2(C)C1CCC2(O)C(=O)CO (centres undefined)	2	3	-2%
CCCCN1CC(COCc2ccccc2)OCCS1(=O)=O (centres undefined)	-3	0	5%
Cc1ccc(NC2(C(N)=O)CCCC2)cc1	15	2	2%
Cc1nn(-c2ccccc2)c(Cl)c1/C=C(/CC(=O)O)c1nc2ccccc2s1	-11	-12	1%
CCN1C(=O)CC2CCCC1C2 (centres undefined)	8	13	3%
CC(C)C(=O)Nc1ccc(COc2ccccc2CN(Cc2ccccc2)C(=O)OC(C)(C)C)cc1	-6	37	6%
COc1ccc(C2C=C(C)Nc3ncnn32)cc1 (centres undefined)	-5	6	5%
CC1CCc2cccc3c(O)cc(=O)n1c23 (centres undefined)	2	9	7%
COc1ccc(C2C(C(C)=O)=C(C)N=c3s/c(=C\c4ccc5c(c4)OCO5)c(=O)n32)c(OC)c1 (centres undefined)	4	0	2%

Remaining list, next part.
SMILES	Giardia kill	KCNH2 3.1 block	uPA surface inh
CC(C)c1ccc2c(c1)C(N1CCN(C)CC1)Cc1cccnc1S2 (centres undefined)	4	-4	-10%
CN1CCN(c2ccc(S(=O)(=O)N3CCOCC3)cc2NC(=O)COc2ccc(C#N)cc2)CC1	-1	-6	-3%
COc1ccc(S(=O)(=O)N2CCOCC2)cc1NC(=O)C1CCN(S(=O)(=O)c2ccc(Cl)cc2)CC1	-10	-46	3%
O=C(CSc1ncn[nH]1)N/N=C/c1ccc(F)cc1	1	-10	9%
CC1=NN(c2nc(N)nc(/C(C#N)=C/c3ccc([N+](=O)[O-])o3)n2)C(C)(C)C1	-16	-72*	-10%
CN(C(=O)Nc1cccc([N+](=O)[O-])c1)c1ccccc1	13	6	0%
Cc1ccc(S(=O)(=O)N(CCCc2c(C)nc[nH]c2=O)c2ccccc2)cc1	11	-1	-2%
Cc1cc2nnc(SCC(=O)NCc3ccco3)n2c2ccccc12	-19	3	u
Cc1ccc(OC(C)C(=O)N2CCN(c3ccccn3)CC2)cc1 (centres undefined)	-2	4	4%
Cc1nc2ccccc2n1Cc1ccc(Br)cc1	-14	-5	-1%
C[C@H]1CN[C@@H](CCO)/C1=C\c1ccccc1	-1	0	-3%
CCC1(CC)Cc2ccccc2-c2[nH]c(=S)[nH]c(=O)c21	4	-4	3%
CCN1C[C@@H]2[C@@H]3C(=O)N(C)C(=O)[C@@H]3[C@](C)(C1=O)N2C(=O)c1ccc(C(C)(C)C)cc1	-2	11	-7%
CCN(CC(=O)N1CCC(C(N)=O)CC1)S(=O)(=O)c1cc(Cl)ccc1Cl	-14	22	5%
Cc1noc(C)c1C(=O)N1CCN(S(=O)(=O)c2cccs2)CC1	7	-5	16%
CN1CCN(CCOCCOc2c(Cl)cc(Cl)cc2Cl)CC1	7	-1	-4%
CC[C@H]1C(=O)[C@@H](Cc2ccccc2)[C@@H]2CCN3C(=O)CCC[C@H]1[C@H]23	-1	-2	-8%
CC(CCc1ccccc1)NC(=O)C1CC1 (centres undefined)	-17	3	-11%
CCc1ccccc1C1C(=O)c2ccccc2C1=O	2	-2	5%
CCCN(CC(=O)Nc1ccccc1OC)C(=O)CNC(=O)c1ccc(C)s1	13	0	2%

Pulled one by one from above (3):
SMILES	Giardia kill	KCNH2 3.1 block	uPA surface inh
CCN1C[C@@H]2[C@@H]3C(=O)N(C)C(=O)[C@@H]3[C@](C)(C1=O)N2C(=O)c1ccc(C(C)(C)C)cc1	-2	11	-7%
COc1ccc(C2C=C(C)Nc3ncnn32)cc1 (centres undefined)	-5	6	5%
CCc1ccccc1C1C(=O)c2ccccc2C1=O	2	-2	5%

Compound activity deposited in PubChem BioAssay by National Center for Advancing Translational Sciences (NCATS).
